GC-B act = GC-B (human) receptor activation | AID 1920062 | activation, % at 10 µM | HEK293-GC-B cells, CNP EC30, cGMP TR-FRET; 0% at EC30 CNP, 100% saturating CNP | 0.11% of 370,000 active | P20594;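 active means activation at 10 µM reaching about 35% in either raw or pattern-adjusted values, limit read from the data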
Target sequence (P20594 whole entry, looked up): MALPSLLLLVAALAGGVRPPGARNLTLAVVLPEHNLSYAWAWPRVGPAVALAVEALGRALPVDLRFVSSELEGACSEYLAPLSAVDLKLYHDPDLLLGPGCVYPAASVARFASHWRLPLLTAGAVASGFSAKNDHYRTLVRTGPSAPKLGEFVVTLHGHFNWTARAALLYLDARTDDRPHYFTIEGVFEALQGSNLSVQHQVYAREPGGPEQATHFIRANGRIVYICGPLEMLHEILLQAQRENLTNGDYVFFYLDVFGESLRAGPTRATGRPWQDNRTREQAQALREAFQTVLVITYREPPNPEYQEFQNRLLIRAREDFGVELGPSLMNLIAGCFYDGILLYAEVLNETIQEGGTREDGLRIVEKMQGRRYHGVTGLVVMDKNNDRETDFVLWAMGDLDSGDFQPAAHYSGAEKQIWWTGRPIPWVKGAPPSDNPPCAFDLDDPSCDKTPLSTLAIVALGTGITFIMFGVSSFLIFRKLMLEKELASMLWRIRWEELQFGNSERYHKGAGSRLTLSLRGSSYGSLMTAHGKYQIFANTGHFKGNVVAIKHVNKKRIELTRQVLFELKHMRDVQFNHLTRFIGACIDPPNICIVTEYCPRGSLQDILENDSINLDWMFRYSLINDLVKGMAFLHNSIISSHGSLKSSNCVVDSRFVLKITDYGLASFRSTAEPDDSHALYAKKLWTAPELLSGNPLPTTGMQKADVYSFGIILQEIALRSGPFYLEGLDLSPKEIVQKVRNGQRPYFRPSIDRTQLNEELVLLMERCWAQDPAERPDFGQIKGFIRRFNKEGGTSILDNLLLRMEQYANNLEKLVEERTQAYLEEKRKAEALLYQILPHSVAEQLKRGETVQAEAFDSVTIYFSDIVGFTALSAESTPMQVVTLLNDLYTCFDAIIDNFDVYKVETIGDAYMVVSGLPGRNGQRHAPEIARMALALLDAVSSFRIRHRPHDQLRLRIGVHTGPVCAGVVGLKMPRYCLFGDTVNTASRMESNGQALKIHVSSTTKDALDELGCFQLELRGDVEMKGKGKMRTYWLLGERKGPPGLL
TDP2 inh = TDP2 (human) inhibition, absorbance primary screen; O95551; recombinant TDP2, T5PNP hydrolysis, p-nitrophenol absorbance 415 nm; inhibition, % at 12.8 µM; 0.34% of 370,000 active;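 active means inhibition above the mean of all tested compounds plus 3 SD, set per campaign, cut at about 25% in these data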;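 further: 0% = DMSO with enzyme and 100% = buffer with substrate but no TDP2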
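Assay system: recombinant human TDP2 / Reagent: T5PNP substrate at 5 mM, a TopII-DNA adduct mimic / Measured by: epi absorbance from released p-nitrophenol / Evaluation: % inhibition relative to enzyme-containing and enzyme-free wells / Control set: enzyme-free and DMSO wells / Replicates: each compound tested once, singlicate / Schedule: enzyme reaction with compound for 2 h at 37 °C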
rCAG binder = binds r(CAG) RNA repeats | AID 651821 | r(CAG) RNA repeat, TO-PRO-1 dye displacement fluorescence | 1.3% of 370,000 active | inhibition, % at 3 µM;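 active means inhibition above the plate cutoff, the mean of all test compounds on that plate plus 3 SD, cut at about 35% in these data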;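 further: 0% = DMSO alone and 100% = 100 µM mitoxantrone as full dye displacement; higher means more dye released from RNA so lower well fluorescence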
TCR-CD3 inh = blocks the human TCR-CD3 interaction. TAMRA-labeled TCR probe fluorescence, biochemical. inhibition, % at 9.4 µM. 0.37% of 360,000 active; in the data active means inhibition above about 19%;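 further: recombinant mutant TCR 2C K166C tagged with TAMRA read by polarization; 0% = receptor in buffer alone and 100% = receptor with positive control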
MBD2 DNA inh = inhibitors of human MBD2 binding to methylated oligonucleotide; Q9UBB5; TR-FRET; inhibition, % at 4.4 µM; 0.31% of 370,000 active; in the data active means inhibition above about 13%
LEDGF integ inh = blocks HIV-1 LEDGF/p75-dependent DNA integration; 0.64% of 370,000 active; TR-FRET IN-LEDGF/p75 DNA integration, Eu/Cy5; AID 743269; inhibition, % at 3.7 µM;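 active means inhibition above the screen-wide mean plus 3 SD, cut at about 13% in these data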;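 further: signal is the Cy5 over europium emission ratio at 671 and 618 nm; 0% = plate median of compound wells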
ABHD4 inh = inhibitors of mouse ABHD4; 0.54% of 370,000 active; Q8VD66; purified mABHD4, FP-Rh probe fluorescence polarization; inhibition, % at 8.92 µM;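 active means inhibition exceeding the mean over every tested compound plus 3 SD, cut at about 30% in these data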;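 further: 0% = plate median of compound wells and 100% = S159A mutant with DMSO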
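assay system = mABHD4 protein | compound dosing = single nominal dose of 8.92 µM, 0.89% DMSO final | read-out basis = percent inhibition of probe binding, normalized to plate controls | schedule = Enzyme–compound pre-incubation 45 min, then probe 60 min, both 25 °C | detection = fluorescence polarization, excitation 525 nm, emission 598 nm, BODIPY TMR filters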
PRMT1 inh = PRMT1 (human) inhibition, primary screen | Q99873 | recombinant PRMT1, activity-based probe fluorescence polarization | inhibition, % at 2.79 µM | 1.3% of 370,000 active | AID 652257;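 active means inhibition above about 21% made by adding two undisclosed values, limit read from the data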
SIAE primary = blocks human sialic acid acetylesterase. inhibition, % at 9.66 µM. SIAE FP-Rh probe binding, fluorescence polarization. Q9HAT2. 0.69% of 370,000 active;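 active means inhibition above a cutoff: mean of compounds within the control limits plus 3 SD of those, cut at about 17% in these data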;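 further: 0% = plate median of compound wells and 100% = probe without SIAE protein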
HTRA1 inhibitor = inhibitors of human serine peptidase HTRA1. recombinant HTRA1, FP-rhodamine activity-based probe, fluorescence polarization. inhibition, % at 5.96 µM. 0.5% of 340,000 active. AID 504803; in the data active means inhibition above about 36%;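 further: 0% = enzyme with DMSO and 100% = wells lacking enzyme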
An asterisk follows results filed as active; . = not tested or not shown. Only part of the results is shown (hit frequency here may not be typical).

SMILES	GC-B act	TDP2 inh	rCAG binder	TCR-CD3 inh	MBD2 DNA inh	LEDGF integ inh	ABHD4 inh	PRMT1 inh	SIAE primary	HTRA1 inhibitor
Cc1nc2ccc(NC(=O)CSc3nnc(C)s3)cc2[nH]1	-3.3	-6.8	-3.9	2.3	1.4	2.3	1.3	-2.7	3.4	-0.6
CN(C)CCOC(=O)c1sc2ccccc2c1Cl	2.2	11.2	-3.3	-3.7	-6.7	0.9	6.9	4.6	6.5	3.0
O=C1NCCN(Cc2ccc(Cl)c(F)c2)C1CC(=O)N1CCc2ccccc2C1 (stereo unspecified)	-4.7	0.6	-0.5	12.9	-3.2	1.3	2.6	-0.8	2.5	0.3
NC(=O)CSc1nnc(-c2ccncc2)o1	1.6	4.9	1.1	6.3	-3.0	-3.2	1.1	-3.7	-4.3	-3.2
CC1(C(=O)NCc2ccccc2)CSCC(=O)N1CCCn1ccnc1 (stereo unspecified)	-1.5	-3.1	5.0	10.8	1.5	0.1	3.1	-2.5	5.3	.
O=C(NC1CC1)c1sc2cc(F)ccc2c1Cl	-0.3	3.7	1.9	3.6	-1.2	20.8*	-0.9	-4.5	3.2	1.4
CCCS(=O)(=O)c1ccc(COC(=O)c2cccc(NC(=O)C(C)C)c2)cc1	2.5	1.1	-0.5	-2.0	3.0	-3.2	1.1	5.2	-2.2	-6.8
O=C(CCN1CCCC1=O)NC1CCCc2c1cnn2-c1ccccc1F (stereo unspecified)	5.3	-8.4	-2.0	-4.1	-7.2	3.3	-7.9	-4.8	7.7	1.7
CCOC(=O)c1cc2c(=O)[nH]c(C(Cl)(Cl)Cl)nc2o1	0.3	1.3	4.7	-0.3	0.8	-5.1	-6.4	-0.8	3.8	-0.3
COc1ccc(CCNc2oc(-c3ccc(C)cc3)nc2C#N)cc1OC	5.2	3.1	2.4	-0.8	-1.7	-1.4	1.4	2.3	14.2	-3.8
CCOc1ccc2nc(NC(=O)c3ccoc3C)sc2c1	-1.6	-7.2	10.8	-4.7	0.4	-0.8	1.2	2.7	-12.3	-37.2
O=C1CCCN1c1nccs1	-1.1	-12.3	-0.5	-3.9	-5.2	-2.8	-5.0	-3.6	-6.3	-1.9
O=c1c(-c2ccc(Cl)cc2)coc2c(CN3CCCCC3)c(O)ccc12	6.2	-0.5	1.2	7.4	3.8	-0.5	1.0	-1.3	2.9	-9.2
COc1cccc(N2CC(=O)N(c3cccc(OC)c3)CC2=O)c1	-0.2	-12.0	0.7	0.1	3.8	1.8	-4.8	-0.5	1.6	0.1
O=C1c2ccccc2C(=O)N1Cc1ccc2c(c1)OCO2	11.5	-5.6	-1.3	10.2	-3.7	-0.6	-7.4	0.4	-0.3	-0.8
O=C(O)CN1C(=O)CC(Cc2ccccc2)C1=O (stereo unspecified)	-5.0	-9.0	-1.6	3.1	3.0	-0.3	1.6	-0.3	2.9	0.7
CC1(C)NC(=O)N(CC(O)COc2ccc(-c3ccccc3)cc2)C1=O (stereo unspecified)	-2.1	-2.8	-4.6	-1.9	0.1	1.0	0.8	0.1	-3.1	-3.5
COc1cc2c(c(OC)c1OC)-c1c(cc(OC)c(OC)c1OC)C[C@](C)(O)[C@@H](C)C2	0.6	8.7	-6.5	3.2	1.3	-2.2	7.6	-0.4	7.9	3.0
COc1cccc(-c2ccc3ncnc(NCc4cccc(C)c4)c3c2)c1	11.7	-7.2	3.1	-11.4	0.9	2.8	-78.2	3.2	-66.8	-110.0
O=C(O)Cn1nnc2ccccc21	-2.4	16.0	0.1	2.1	-1.7	-0.2	3.5	-2.0	-4.1	-1.6
O=C(CN1CCCC1)OCCCC1CCCCC1	7.7	8.2	-3.8	0.8	8.4	-1.1	-4.2	3.8	-2.1	5.4
COCCOC(=O)C1=C(C)NC(=O)NC1c1ccc(-c2ccc(F)cc2)o1 (stereo unspecified)	-3.2	-11.2	-2.5	-5.0	3.1	8.9	-2.4	3.8	-3.4	-5.2
CCc1ccccc1N(CC(=O)NC(C)(C)C)C(=O)CCC(=O)Nc1ccccn1	-5.6	8.6	-8.9	3.9	3.5	-3.8	0.0	1.2	5.5	5.5
Cc1onc(-c2ccccc2)c1C(=O)N/N=C/c1c(F)cccc1Cl	-6.2	-0.4	-4.6	-3.2	3.3	-0.3	-9.6	2.9	6.8	-1.3
COc1cc(NC(=O)COC(=O)CNS(=O)(=O)c2ccc(F)c(F)c2F)cc(OC)c1	-0.6	1.9	4.0	6.1	-3.9	1.5	1.4	-2.0	-3.9	2.4
COc1cc(/C=C/C(=O)OCC(=O)Nc2c(C)n(C)n(-c3ccccc3)c2=O)ccc1OCC#N	3.1	3.0	-3.4	3.6	3.9	1.8	8.6	-0.9	1.1	5.3
C/C(Cc1ccccc1)=N\NC(=O)CNC(=O)COc1ccccc1	4.3	-11.4	-4.2	-4.3	-1.6	-5.2	4.3	6.1	-2.5	6.4
COc1ccccc1C(=O)OCC(=O)NCCNC(=O)COC(=O)c1ccccc1OC	3.2	3.5	-5.5	1.0	-4.0	3.2	1.9	-2.4	3.0	-5.1
O=C1NC(c2ccccc2)(c2ccccc2)C(=O)N1CNc1ccccn1	-8.4	4.9	1.4	-1.4	3.0	-3.6	3.1	2.8	-1.6	.
COc1ccc(S(=O)(=O)n2ccc(C)n2)cc1C	3.3	0.9	-3.1	-2.7	2.0	1.2	3.4	-0.5	8.1	2.5
COc1ccc([C@H]2CC(=O)C[C@@H](CCn3cc(-c4nccn4C)nn3)O2)cc1	-2.8	8.6	-1.4	-5.1	2.3	-0.6	-1.1	1.7	-4.1	.
CC(C)Cn1c(-c2ccc(Br)cc2)c[nH]c1=S	-6.6	-19.7	-0.3	0.5	2.5	3.4	-8.9	41.0*	1.3	1.5
O=C(CCc1ccccc1)N=C1SC2CS(=O)(=O)CC2N1Cc1ccccc1 (stereo unspecified)	-1.4	8.5	0.3	-2.8	-1.6	0.9	4.7	-1.0	-2.2	-2.6
CCc1nc2ccc(C(=O)Nc3ccc(C(N)=O)cc3)cn2c1N(C)CCC(C)C	5.1	4.6	1.2	-4.6	1.2	-2.0	8.3	0.6	2.9	.
CCOC(=O)N1CCN(C(=O)c2cc3c(-c4ccc(Cl)cc4)nn(C)c3s2)CC1	7.8	8.2	0.6	-0.6	5.7	-1.3	5.0	3.3	-5.4	-3.5
C/C(=N/NC(=O)c1ccco1)c1cccnc1	0.7	2.4	2.6	-2.9	-0.7	-1.2	2.2	-1.6	3.1	4.7
O=C(Nc1ccc(NC(=O)c2ccco2)nc1)c1cccnc1	1.2	3.7	-0.8	7.3	-4.6	0.2	2.0	-0.5	-1.3	-5.2
COc1ccc([C@@H]2CC=C(C(=O)O)[C@H](c3ccc(Cl)cc3)N2S(=O)(=O)c2ccccc2C)cc1	4.2	-6.8	47.2*	-1.2	-5.4	-2.4	1.8	-0.9	1.2	-10.2
COc1oc(C(=O)NC2CCCCC2)c(-c2ccc(Cl)cc2)c1S(=O)(=O)c1ccccc1	-2.7	-2.3	4.3	8.0	-3.3	0.5	0.2	-1.7	-0.5	-0.8
CCOC(=O)C1CCN(Cc2ccc(OC)cc2OC)CC1	-2.0	11.9	-2.8	4.5	-3.2	-1.6	3.9	-2.3	6.0	1.2

Whole records from above. Order of screens: GC-B act, TDP2 inh, rCAG binder, TCR-CD3 inh, MBD2 DNA inh, LEDGF integ inh, ABHD4 inh, PRMT1 inh, SIAE primary, HTRA1 inhibitor
Shown for `CC1(C)NC(=O)N(CC(O)COc2ccc(-c3ccccc3)cc2)C1=O` (stereo unspecified) : -2.1, -2.8, -4.6, -1.9, 0.1, 1.0, 0.8, 0.1, -3.1, -3.5
Shown for `O=C(CN1CCCC1)OCCCC1CCCCC1` : 7.7, 8.2, -3.8, 0.8, 8.4, -1.1, -4.2, 3.8, -2.1, 5.4
Shown for `O=C(CCN1CCCC1=O)NC1CCCc2c1cnn2-c1ccccc1F` (stereo unspecified) : 5.3, -8.4, -2.0, -4.1, -7.2, 3.3, -7.9, -4.8, 7.7, 1.7
Shown for `O=C1CCCN1c1nccs1` : -1.1, -12.3, -0.5, -3.9, -5.2, -2.8, -5.0, -3.6, -6.3, -1.9

Next section
SMILES	GC-B act	TDP2 inh	rCAG binder	TCR-CD3 inh	MBD2 DNA inh	LEDGF integ inh	ABHD4 inh	PRMT1 inh	SIAE primary	HTRA1 inhibitor
CCc1c(C)nc(Nc2nc(C)c3cc(OC)ccc3n2)[nH]c1=O	17.9	3.4	9.4	-0.8	10.2	-0.8	-8.9	0.4	5.1	6.5
CC(C)CC(C(=O)NC(C)(C)C)N(Cc1cccs1)C(=O)c1snc(C(N)=O)c1N (stereo unspecified)	-16.8	0.2	-0.6	1.2	-5.7	5.8	2.1	0.0	10.2	-7.2
CC(=O)NC1(c2ccccc2)CCN(C(=O)N2CCOCC2)CC1	6.7	-2.0	-1.0	2.9	-2.6	-0.2	-0.6	0.0	7.8	4.2
N#Cc1ccc(NC(=O)CSc2n[nH]c(=O)n2C2CC2)cc1	-3.4	-1.1	1.4	9.9	1.2	-2.7	5.0	-2.8	2.0	2.5
COc1ccc(NC(=O)C2Cc3c(-c4cccc(C(C)=O)c4)ccnc3O2)cc1 (stereo unspecified)	-0.5	3.7	0.0	-0.8	0.0	-4.4	2.6	-1.9	-5.2	.
c1ccc2c(c1)ncn2CCCOc1ccc2c(c1)CCC2	-1.5	8.3	-6.0	-2.8	0.0	0.3	-4.2	0.3	6.8	-16.7
CC(C)(C)OC(=O)N/N=C\c1ccc([N+](=O)[O-])s1	-1.2	11.0	1.6	-6.3	1.9	-0.4	5.5	-0.5	0.5	9.2
CCCc1nc(SCC(=O)Nc2ccccc2OC)c2c(=O)n(C)c(=O)n(C)c2n1	4.7	-3.0	2.2	-3.6	-3.2	2.7	-0.8	-1.9	-1.7	-4.2
CC(CCc1ccccc1)NC(=O)C1CCN(S(=O)(=O)N2CCCCC2)CC1 (stereo unspecified)	0.5	-6.1	-7.0	-1.0	-2.5	3.5	5.9	0.2	0.0	-6.1
N#C/C(=C/c1ccc(Sc2nc3ccccc3[nH]2)o1)c1ccccc1F	-3.4	9.0	4.8	-5.5	0.4	-5.2	-11.2	-2.0	-20.5	-39.2
Cc1csc(SC(C)C(=O)Nc2ccc(S(=O)(=O)N3CCCC3)cc2)n1 (stereo unspecified)	5.5	1.0	4.0	2.6	-2.3	1.1	-6.3	1.3	-6.6	4.3
O=c1[nH]ncc(N2CCN(Cc3ccccc3)CC2)c1Cl	-0.9	7.3	-4.2	12.0	2.7	2.2	1.4	-3.0	3.2	4.3
O=c1[nH]cnc2c1ncn2[C@@H]1C[C@@H](O)[C@H](CO)O1	11.0	-11.4	0.4	-6.4	7.1	5.0	-9.4	3.1	-3.3	0.0
CCOC(=O)c1c(C)[nH]c(C(=O)OCC(=O)N2CCCC2=O)c1C	0.1	-16.1	-2.9	8.8	-6.8	-1.7	4.0	0.7	-5.4	-1.3
COc1ccc(-c2cccc(C(=O)NCC(=O)O)c2)cc1	6.1	-3.4	-0.9	-6.4	2.2	-1.0	-4.1	0.4	-4.2	2.4
O=C(NCCS(=O)(=O)NCC1CCCO1)c1ccccc1 (stereo unspecified)	-1.1	6.0	-2.6	2.6	0.0	0.6	3.0	-2.2	0.0	-1.7
